# RORa activator = activators of human nuclear receptor RORA | CHO-K1 Gal4-RORA LBD luciferase reporter, luminescence; percent increase over mock-subtracted basal signal | activation, % at 10 µM | hit rate 1.5% among 65,000 | AID 560;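 active = activation above the mean of all tested compounds plus 3 SD, cut at about 49% in these data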;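 note: 0% = DMSO-treated RORA cells and 100% = added signal equal to DMSO minus mock-transfected cells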
# NADH coupling = inhibitors of enzymes used to reach an NAD/NADH endpoint; coupled PK/LDH NADH assays, four targets; IC50, µM (titrated, usually from 10 µM), without a hit: top-dose inhibition; hit rate 0.02% among 65,000;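 active = single-dose screening hits from any of four coupled enzyme assays that gave an IC50 when retested across doses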;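 note: the DPM-DC format reads NADH fluorescence rather than 340 nm absorbance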
# HTR1A agonist = agonists of human 5-HT1a serotonin receptor; hit rate 0.56% among 65,000; P08908; CHO 5-HT1a Ga15 NFAT-bla reporter, FRET ratio; 0% basal, 100% maximal reference agonist; activation, % at 10 µM; AID 567;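 active = activation above the screen-wide mean activation plus 3 SD, cut at about 19% in these data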;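 note: 0% = DMSO wells and 100% = 5-CT at EC100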
# Target sequence (P08908 whole entry, looked up): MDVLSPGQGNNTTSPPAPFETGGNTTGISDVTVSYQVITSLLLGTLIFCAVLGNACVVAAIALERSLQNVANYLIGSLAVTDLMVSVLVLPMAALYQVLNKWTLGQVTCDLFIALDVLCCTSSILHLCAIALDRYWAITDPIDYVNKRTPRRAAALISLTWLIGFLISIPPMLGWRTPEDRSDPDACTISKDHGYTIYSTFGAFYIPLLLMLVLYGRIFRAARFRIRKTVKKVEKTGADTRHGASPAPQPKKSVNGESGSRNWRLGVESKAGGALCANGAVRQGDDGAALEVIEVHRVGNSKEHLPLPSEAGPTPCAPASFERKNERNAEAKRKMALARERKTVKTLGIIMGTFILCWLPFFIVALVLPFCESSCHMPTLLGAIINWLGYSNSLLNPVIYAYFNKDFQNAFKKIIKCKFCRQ
# 5-HT1A blocker = 5-HT1a (human) receptor antagonism; inhibition, % at 10 µM; AID 612; CHO 5-HT1a Ga15 NFAT-bla reporter, antagonist mode; P08908; hit rate 0.68% among 62,000;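 active = inhibition above the mean of all tested compounds plus 3 SD, cut at about 43% in these data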;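 note: receptor stimulated by 5-CT agonist at 100 nM near EC80; beta-lactamase reporter measured by ratiometric fluorescence of a cleavable substrate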
# MMP13 inh = inhibitors of human MMP13; hit rate 0.07% among 65,000; inhibition, % at 4 µM; AID 570; P45452; MMP-13 fTHP FRET cleavage, Mca fluorescence;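 active = inhibition above the mean of compound-free control plate wells plus 3 SD, cut at about 14% in these data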;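 note: 0% = DMSO wells and 100% = wells with reference MMP-13 inhibitor after basal subtraction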
# 5HT1E ag = activates the human 5-HT1E serotonin receptor; activation, % at 6 µM; CHO 5-HT1E Ga15 NFAT-bla reporter, FRET; 0% DMSO wells, 100% control agonist wells; hit rate 0.69% among 65,000;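 active = activation above a set limit, the screen-wide mean activation plus 3 SD, cut at about 8.5% in these data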;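 note: 100% = positive control agonist at 1 µM giving full maximal response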
# Target sequence (P28566 whole entry, looked up): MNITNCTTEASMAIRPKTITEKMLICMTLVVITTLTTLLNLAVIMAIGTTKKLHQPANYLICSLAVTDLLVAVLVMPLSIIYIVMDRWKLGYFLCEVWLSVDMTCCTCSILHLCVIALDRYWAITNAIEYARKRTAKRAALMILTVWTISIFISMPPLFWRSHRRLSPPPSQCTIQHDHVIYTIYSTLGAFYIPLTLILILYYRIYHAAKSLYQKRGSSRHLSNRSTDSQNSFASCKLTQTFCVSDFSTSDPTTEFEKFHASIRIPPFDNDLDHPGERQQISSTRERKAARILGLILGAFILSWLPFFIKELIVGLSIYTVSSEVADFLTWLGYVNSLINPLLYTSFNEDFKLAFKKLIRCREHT
# SF1 activator = activators of human nuclear receptor SF-1 | CHO-K1 Gal4-SF-1 LBD luciferase reporter; % increase over DMSO SF-1-specific signal | activation, % at 10 µM | hit rate 1.9% among 65,000;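 active = activation above the mean activation of all tested compounds plus 3 SD, cut at about 50% in these data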
#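 Compound – one dose, 10 µM compound, 1% DMSO · Test system – transient Gal4-SF-1 LBD reporter, CHO-K1 · Input – 4,000 cells in each well · Read-out basis – percent activation relative to DMSO median and mock-transfected background · Replicates – single measurement per compound · Technique – steady-glow luciferase luminescence, read after 15 min reagent incubation · Timing – 20 h compound treatment, 37 °C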
# HTR1E antagonist = blocks the human 5-HT1E serotonin receptor; P28566; CHO 5-HT1E Ga15 NFAT-bla reporter, FRET, antagonist; inhibition, % at 6 µM; hit rate 0.99% among 65,000; AID 571;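 active = inhibition above a set limit, the mean inhibition across every tested compound plus 3 SD, cut at about 29% in these data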;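 note: signal is the 460 over 535 nm emission ratio of beta-lactamase substrate; 0% = agonist plus DMSO wells and 100% = wells without agonist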
# Ecoli tolC = E. coli tolC mutant growth inhibition; E. coli BW25113 tolC mutant growth, OD615; growth inhibition, % at 10 µM (by protocol); hit rate 2.2% among 65,000; AID 573;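 active = growth inhibition at or above a cutoff equal to the mean over every tested compound plus 3 SD, cut at about 60% in these data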;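 note: growth measured after 20 h incubation at 37 °C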
#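 test system = E. coli BW25113 ΔtolC::kan bacteria | medium = LB with kanamycin 50 µg/mL | signal = OD at 615 nm | schedule = 37 °C, 20 h exposure | evaluation = % inhibition of E. coli growth | compound dosing = one dose of 10 µM final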
# * hit, by the source's call; · = no result given; [ ] = another dose, or the depositor's remark.
SMILES,RORa activator,NADH coupling,HTR1A agonist,5-HT1A blocker,MMP13 inh,5HT1E ag,SF1 activator,HTR1E antagonist,Ecoli tolC
CCCN(CCC)Cc1c(C(=O)OCC)nnn1-c1nonc1N,-13,6%,-3.5,2,-4,-0.4,3,-10,-8
COC1CCCCC1NS(=O)(=O)c1ccccc1 (centres undefined),16,2%,-2.7,5,-2,-0.1,1,3,-5
COc1ccccc1N(CC(=O)NCCSC(C)(C)C)S(C)(=O)=O,-12,0%,-1.0,-12,-2,1.9,8,0,-3
CSc1nc2sc3c(c2c2nnnn12)CC(C)(C)OC3,-8,8%,1.5,·,-4,0.5,-2,-5,10
CCOc1ccccc1NC(=O)C1=C(C)NC(=O)NC1c1cccc(OC)c1OC (centres undefined),-2,2%,-3.8,-2,5,0.2,3,-6,-2
Cc1cc(S(=O)(=O)N(Cc2ccc3c(c2)OCO3)CC2CCCO2)ccc1-n1cnnn1 (centres undefined),19,3%,1.2,18,-2,-0.5,-1,11,20
COC(=O)COc1ccc(S(=O)(=O)Nc2ccc(NC(C)=O)cc2)cc1,-16,2%,0.2,-8,-4,0.1,-15,-11,-2
O=C(NCC1CCCO1)c1cccc(-n2cnnn2)c1 (centres undefined),-11,6%,-3.0,3,-2,-0.1,-12,-4,-1
O=C(NC1CCCCCCC1)c1ccccc1O,-31,8%,-0.1,18,-24,0.1,17,9,83*
CCOC(=O)C1CCN(C(=O)N2CCOCC2)CC1,-17,3%,-0.6,-1,-2,-0.4,-14,-3,-4
O=c1oc2ccccc2c(O)c1CN1CCCCC1,-14,4%,-2.4,7,0,1.0,2,-2,32
Cc1ccc(-c2nnnn2CS(=O)(=O)c2ccccc2)cc1,16,2%,-0.7,-19,2,-0.4,12,11,-7
COc1ccc(-c2nn(-c3ccccc3)cc2CO)cc1OC,-7,5%,-3.4,-5,-42,-1.5,18,7,-1
COC(=O)c1c(C)oc2ccc(NS(=O)(=O)c3cccs3)cc12,-16,2%,-0.1,10,0,-1.1,1,17,45
Clc1ccc(OCc2nn3c(-c4ccccc4)nnc3s2)c(Cl)c1,-8,5%,-0.7,-7,0,-0.8,-10,9,6
O=C(OC(C(=O)NCC1CCCO1)c1ccccc1F)c1ccco1 (centres undefined),-20,5%,-1.6,-14,3,0.5,6,-4,-27
CC(C)NC(=O)c1cc(=O)n(C)c(=O)n1C,1,2%,-0.3,13,6,-0.9,1,2,-13
Cc1ccc(C2C3=C(CC(C)(C)CC3=O)Nc3[nH]c(=S)[nH]c(=O)c32)cc1 (centres undefined),-9,12%,-0.3,-11,-10,-0.8,10,7,-14
Cc1oc2cc3c(C(=O)OCCN(C)C)c(C)oc3cc2c1C(=O)OCCN(C)C,-82,10%,-1.3,14,2,0.3,-79,-1,-10
CCOc1ccc(-n2c(SCc3ccc(C(=O)OC)o3)nc3c(c2=O)SCC3)cc1,-9,2%,1.0,-2,-3,0.5,-1,7,24
CCN1CCN(C(=O)C2c3cc(OC)c(OC)cc3C(=O)N(C)C2c2ccc(SC)cc2)CC1 (centres undefined),-5,1%,-0.7,60*,5,-1.0,9,-1,-5
COc1ccc(CCN(Cc2nc(-c3ccccc3)no2)Cc2nc(-c3ccccc3)no2)cc1OC,6,3%,-0.6,-1,4,0.2,-6,7,-16
O=C1c2ccccc2C(=O)N1SC1CCCCC1,-6,5%,-1.2,14,0,-0.9,-28,2,9
CCOC(=O)c1ccc(-n2c(C)nc3ccccc3c2=O)cc1,-5,6%,-0.8,13,-5,-1.0,3,2,-9
C=CCn1cnc2c(c1=O)c1nc3ccccc3nc1n2Cc1ccccc1,11,15%,1.5,-8,-13,0.1,0,1,-26
COc1ccc(N=c2oc3cc(O)ccc3cc2C(=O)NCC2CCCO2)c(OC)c1 (centres undefined),-14,9%[fluoresces],70*,-119,-454[fluorescence artefact?],19*,12,-13,-8
CCOC(=O)C1CCN(C(=O)CN(c2ccc(OC)cc2)S(=O)(=O)c2c(C)nn(C)c2C)CC1,-2,5%,-5.7,6,3,0.8,-16,9,6
CCc1ccc(NC(=O)c2cccnc2)cc1,-3,3%,-2.3,3,1,0.1,33,9,-5
COCCn1c(SCC(=O)NCCc2ccccc2)nnc1-c1ccco1,2,9%,-0.5,-8,2,0.5,15,8,-5
CN1CCN(CC(=O)N2CCn3c4c(c5cc(C6CCCCC6)ccc53)CCCC42)CC1 (centres undefined),20,1%,4.6,-21,-10,-1.4,6,-13,100*
Cc1ccc(-c2noc(-c3ccccc3Br)n2)cc1,37,3%,-1.6,17,4,0.0,19,-2,18
CCOc1ccccc1-c1nc(C(N)=O)c2[nH]c(=O)n(-c3cccc(C)c3)c2n1,16,10%,-0.4,16,-13,0.7,-5,-2,46
COc1ccccc1CN1C(=O)[C@@H]2C(CC(N)=O)NC3(C(=O)Nc4c3ccc(Cl)c4C)[C@@H]2C1=O (some centres undefined),11,4%,-0.5,-3,-2,0.8,1,-2,-29
Cc1ccc(C(=O)OCC(=O)Nc2sc3c(c2C#N)CCCCC3)cc1NC(=O)c1ccco1,20,7%,3.4,-5,4,-0.1,7,7,19
CC(=O)CC1OC(=O)C(Br)=C1NCc1ccccc1 (centres undefined),-63,5%,-1.1,69*,2,0.5,-79,13,-10
O=C(c1ccco1)N1CCCN(C(=O)c2ccco2)CC1,5,9%,-0.4,-12,-2,1.4,-6,0,-25
CS(=O)(=O)N(Cc1ccccc1)c1ccccn1,5,2%,-1.7,-2,-1,-0.6,-1,-4,-4
CS(=O)(=O)N(CC(=O)NCC1CCCO1)Cc1ccc(Cl)cc1 (centres undefined),25,3%,0.0,-5,1,-0.1,-6,-4,-2
Cn1c(=O)c2c(SCC(=O)c3ccccc3)nc(C3CC3)nc2n(C)c1=O,-19,1%,0.3,-16,1,0.4,-13,-7,-2
COc1cccc(-c2nnc3n2N=C(c2cc(OC)ccc2OC)CS3)c1,-6,·,0.8,12,0,-0.7,2,44*,·
CC1=Nc2ncnn2C(c2ccccc2)/C1=N\O (centres undefined),11,7%,0.2,-5,-3,-0.4,0,-10,-9
CC1Cc2ccccc2N1C(=O)CSc1nnc(-c2ccc(S(=O)(=O)N3CCCC3)cc2)o1 (centres undefined),0,3%,0.5,-1,5,0.3,0,-14,-10
Cc1ccc(S(=O)(=O)N2CCC(C(=O)N3Cc4ccccc4C3)CC2)cc1,10,7%,-0.1,-8,0,-0.8,-8,0,22
Cn1c(=N)n(CC(=O)C(C)(C)C)c2ccccc21,5,12%,0.8,-1,-1,-0.9,-4,-5,-4
CCOC(=O)c1ccc(OCC(=O)c2ccc(O)cc2O)cc1,-8,1%,-2.5,4,4,-0.4,-3,-10,33
CCSc1nc2ccccc2n1CC(=O)N1CCCCC1,0,8%,1.5,-14,4,0.1,-4,-4,-27
COC(=O)c1cccc(S(=O)(=O)N2CCC(NC(=O)Nc3cccc(F)c3)CC2)c1,-3,4%,-2.2,4,3,-0.2,7,2,10
c1ccc(OCc2nn3c(Cn4nnc5ccccc54)nnc3s2)cc1,12,7%,-2.9,6,-11,0.5,2,0,33
O=C(Nc1ccncc1)c1cc2ccccc2o1,24,3%,-1.6,-12,4,-0.9,-1,5,-2
O=C(CSc1nnc(Cc2ccccc2)o1)N1CCCc2ccccc21,10,4%,1.6,6,7,-0.1,-5,-1,24
O=C(Cn1c(=O)n2ncnc2c2c3c(sc21)CCCC3)c1ccccc1,16,9%,1.2,4,-2,-0.3,26,-21,20
O=C1C=C(O)CC(c2ccc(Cl)c(Cl)c2)C1 (centres undefined),7,2%,0.0,·,0,0.0,3,-8,10
CCCc1cc(=O)[nH]c(SCC(=O)Nc2ccc(OC(F)F)cc2)n1,-18,3%,-0.9,-13,1,0.3,8,-2,2
COc1ccc2[nH]c(=O)c(CN(CCCN3CCOCC3)C(=O)NCc3ccccc3)cc2c1,1,13%,0.9,5,-21,-0.3,-8,4,-5
C/C=C/c1ccc(OCCn2cncn2)c(OC)c1,-4,1%,-0.4,1,6,-0.4,1,-5,-3
COC(=O)C(Cc1cncn1COCc1ccccc1)NC(=O)OC(C)(C)C (centres undefined),-10,8%,-2.4,9,-2,0.5,5,-5,5
O=C(COC(=O)C1c2ccccc2Oc2ccccc21)NC1CCS(=O)(=O)C1 (centres undefined),9,6%,-4.8,3,1,0.2,9,-1,-7
CC(NC(=O)Nc1nnc(C(F)(F)F)s1)N1C(=O)C2C3C=CC(C3)C2C1=O (centres undefined),24,5%,-3.4,-1,-2,-0.6,-6,-2,1
O=C1c2ccccc2C(O)(Cc2ccccc2)N1CCCN1CCOCC1 (centres undefined),4,4%,-0.8,-6,-4,-1.0,-15,3,-19
CCCn1c(=O)c2ccccc2n2c(Sc3nnnn3-c3ccccc3)nnc12,1,5%,-1.2,27,-4,-0.7,12,11,4

# The list continues:
SMILES,RORa activator,NADH coupling,HTR1A agonist,5-HT1A blocker,MMP13 inh,5HT1E ag,SF1 activator,HTR1E antagonist,Ecoli tolC
C=CCN=C(C)C1=C(O)CCC1=O,10,3%,-2.0,·,-1,0.1,-1,0,4
Cc1cc(C)nc(-n2nc(C)c3c(=O)[nH]c(C(F)(F)F)nc32)n1,14,3%,-1.9,9,4,-1.3,2,6,9
Cc1cccc2cc(COC(=O)c3ccco3)c(=O)[nH]c12,-22,12%,-1.5,1,-2,-0.1,2,-3,-11
Cc1nc(SCC(=O)Nc2c(C)n(C)n(-c3ccccc3)c2=O)[nH]c(=O)c1Cc1ccccc1,-6,2%,-1.7,2,2,0.0,9,-5,-16
CCC(=O)Nc1cccc(-c2nc3ccccc3c(=O)o2)c1,2,6%,-3.2,-7,1,-0.1,-22,-4,0
c1ccc(CCc2nn3c(Cn4nnc5ccccc54)nnc3s2)cc1,5,2%,-0.9,5,2,-0.8,15,13,7
CS(=O)(=O)N(CC(=O)N1CCCCCC1)c1ccccc1,-8,2%,-1.1,12,-1,32*,0,-2,-15
Cc1nnc(N2C(=O)c3oc4ccccc4c(=O)c3C2c2ccco2)s1 (centres undefined),-4,3%,1.4,-9,4,1.5,-7,17,-1
Cc1nnc2c(NC(C)C)nc3ccccc3n12,-2,1%,-0.3,·,-4,0.3,-18,-24,12
CCOC(=O)N1CCC(NC(=O)CCN2C(=O)C3C4C=CC(C4)C3C2=O)CC1 (centres undefined),3,2%,-4.2,-6,1,-0.8,4,-6,-12
O=C(Cn1nnc2ccccc2c1=O)NC1CCCc2ccccc21 (centres undefined),-9,6%,-0.7,-2,1,-0.4,0,5,-7

# 3 consecutive entries out of the list so far, quoted:
SMILES,RORa activator,NADH coupling,HTR1A agonist,5-HT1A blocker,MMP13 inh,5HT1E ag,SF1 activator,HTR1E antagonist,Ecoli tolC
Cc1nnc2c(NC(C)C)nc3ccccc3n12,-2,1%,-0.3,·,-4,0.3,-18,-24,12
CCOC(=O)N1CCC(NC(=O)CCN2C(=O)C3C4C=CC(C4)C3C2=O)CC1 (centres undefined),3,2%,-4.2,-6,1,-0.8,4,-6,-12
O=C(Cn1nnc2ccccc2c1=O)NC1CCCc2ccccc21 (centres undefined),-9,6%,-0.7,-2,1,-0.4,0,5,-7
